PTHR1 agonist = agonists of human PTHR1 parathyroid hormone receptor; Q03431; HEK293 GP2 PTHR1 cells, GloSensor cAMP luminescence, 1 h; Potency, µM (doses to about 115 µM), inactives show at the top dose activation, usual class: activators; 0.075% of 410,000 active; AID 743266; note: potency is the fitted concentration of half-maximal effect; nearly all actives have a fitted effect of over 55% in size; some results filed as inactive show a strong effect at the top dose; inactives centre near -15; many of its hits are not listed in these tables
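HEK-293-derived GP2 cells expressing PTHR1 and a GloSensor cAMP reporter, 3,000/well, plated overnight, given luciferin plus IBMX (each 0.5 mM as added) for 1 h at 37 °C, then compound for 1 h at 37 °C. Luminescence was read after 15 min at room temperature.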
GLP-1R agonist = agonists of human GLP-1 receptor. P43220. HEK293 GLP-1R CRE-luciferase, luminescence, 4-6 h; cells express a hypersensitive GLP-1R form. Potency, µM (series often up to 45.6 µM), for inactives: at the top dose activation, most hits filed as activators. 0.007% of 380,000 active. AID 624172; note: potency is the fitted concentration of half-maximal effect; % of control where 0% means no effect
Target sequence (P43220 whole entry, looked up): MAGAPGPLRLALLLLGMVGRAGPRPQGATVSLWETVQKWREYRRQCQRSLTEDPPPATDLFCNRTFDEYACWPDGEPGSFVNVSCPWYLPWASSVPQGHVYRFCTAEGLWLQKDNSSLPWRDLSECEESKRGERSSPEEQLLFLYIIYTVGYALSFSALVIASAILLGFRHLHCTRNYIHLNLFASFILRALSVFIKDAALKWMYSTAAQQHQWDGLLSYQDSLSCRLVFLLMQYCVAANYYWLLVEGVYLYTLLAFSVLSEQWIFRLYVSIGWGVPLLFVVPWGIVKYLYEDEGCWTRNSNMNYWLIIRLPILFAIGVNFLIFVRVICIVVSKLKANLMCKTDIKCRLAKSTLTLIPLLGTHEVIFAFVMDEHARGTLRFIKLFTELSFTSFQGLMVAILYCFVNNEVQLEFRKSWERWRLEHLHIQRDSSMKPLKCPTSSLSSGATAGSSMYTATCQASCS
aSyn yeast inh = alpha-synuclein toxicity inhibition in yeast; Yeast expressing alpha-synuclein, growth rescue, BacTiter-Glo, 24 h; Potency, µM (series often up to 46.1 µM), inactives show at the top dose growth rescue (activation), most hits filed as activators; 0.14% of 370,000 active; note: potency is the fitted concentration of half-maximal effect; % of control where 0% means no effect; nearly all actives have a fitted effect of over 65% in size
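Screening used galactose-induced yeast with toxic alpha-synuclein levels, exposed to compound for 24 hr at 30 deg C. Cell growth, read with BacTiter-Glo luminescence, gave the measured signal.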
GLP1R inv ag = inverse agonists of human GLP-1 receptor. HEK293 GLP-1R CRE-luciferase, luminescence, 24 h; GLP-1R form is constitutively active. P43220. 1.6% of 410,000 active. Potency, µM (titrated, usually from 38.3 µM), for the others: at the top dose activity change, negative = inhibition, usual class: inhibitors; note: potency is the fitted concentration of half-maximal effect; % is set by controls: 0 for no effect and ±100 for the full control effect; nearly all actives have a fitted effect of over 55% in size
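qHTS in 1536-well format: reporter HEK293 cells expressing constitutive GLP-1R activity in DMEM + 10% Nu serum, 24 hr with compounds at 37 deg C, luminescence read after 12 min with detection reagent.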
DRD3 antagonist = antagonists of human D3 dopamine receptor. P35462. D3R cells, DiscoveRx beta-arrestin luminescence, antagonist mode; hits give low values. max response, negative = inhibition, %. 2.5% of 360,000 active. AID 652054; in the data active = max response below about -50%; inconclusive = no clear call, values can overlap the other calls; note: % is set by controls: 0 for no effect and ±100 for the full control effect; mostly tested at two doses, the higher about 12 µM
Target sequence (P35462 whole entry, looked up): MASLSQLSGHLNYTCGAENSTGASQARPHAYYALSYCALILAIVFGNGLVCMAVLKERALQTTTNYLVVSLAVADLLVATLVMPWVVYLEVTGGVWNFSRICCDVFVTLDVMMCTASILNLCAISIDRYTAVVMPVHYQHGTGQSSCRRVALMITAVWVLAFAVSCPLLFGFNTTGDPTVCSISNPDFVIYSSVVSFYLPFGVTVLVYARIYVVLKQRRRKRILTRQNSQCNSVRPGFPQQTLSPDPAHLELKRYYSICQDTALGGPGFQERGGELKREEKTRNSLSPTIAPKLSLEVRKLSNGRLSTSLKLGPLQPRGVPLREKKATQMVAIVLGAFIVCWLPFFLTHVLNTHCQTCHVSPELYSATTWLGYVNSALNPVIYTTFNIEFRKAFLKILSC
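Cells expressing the human receptor were seeded at 1500 cells/well, incubated overnight at 37 degrees C in 5% CO2, then exposed to library compounds with dopamine controls for 90 minutes at 37 degrees C before luminescent detection.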
TDP43 rescue = inhibitors of TDP-43 toxicity in yeast | TDP-43 expressing yeast growth rescue, BacTiter-Glo, 24 h | Potency, µM (doses to about 46.1 µM), without a hit: top-dose growth rescue (activation), usual class: activators | 1.8% of 410,000 active | AID 652104; note: potency is the fitted concentration of half-maximal effect; % of control where 0% means no effect; nearly all actives have a fitted effect of over 50% in size
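Yeast cells expressing TDP-43 under galactose induction are exposed to compounds for 24 hr at 30 deg C. BacTiter-Glo luminescence measures growth, so protective compounds score as activators.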
FUS yeast rescue = FUS proteinopathy suppression in yeast | AID 1347120 | 0.24% of 390,000 active | S. cerevisiae FUS-expressing, growth rescue, OD600, 24 h | Potency, µM (top dose mostly 76.6 µM), for the others: at the top dose growth rescue (activation), hits mostly activators;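 note: potency is the fitted concentration of half-maximal effect; plate controls were DMSO vehicle for no effect and reference control for full effect; nearly all actives have a fitted effect of over 55% in size; some results filed as inactive show a strong effect at the top dose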
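Galactose (2%) drives FUS expression in yeast precultured in raffinose; seeding density OD 0.005. Test compounds incubated 24hr at 30C and 99% humidity before absorbance at 600 nm was measured.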
pAkt inh = Akt phosphorylation inhibition | 0.32% of 360,000 active | Neuro2A IGF-stimulated pAkt S473 HTRF, 20 min; hits give low values | activity change, % for hits at 50 µM; in the data active = activity change below about -80%; inconclusive = mostly about -51% to -80%; note: % is set by controls: 0 for no effect and ±100 for the full control effect
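Neuro2A cells in DMEM with 0.5% FBS, overnight at 37 deg C, given compound at single 50 µM final, then IGF (6 nM final) for 20 min at 37 deg C. Lysed; phospho-Akt Ser473 by HTRF after 24 h, 665/615 ratio.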
Abeta yeast res = restores growth of yeast expressing A-beta42 peptide; 0.063% of 410,000 active; yeast expressing A-beta42, growth rescue, OD600, 48 h; response scale: 0% DMSO, 100% iron-clioquinol control; Potency, µM (titrated, usually from 46.1 µM), inactives show top-dose growth rescue, actives largely listed as activators; note: potency is the fitted concentration of half-maximal effect; nearly all actives have a fitted effect of over 55% in size
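Yeast A-beta toxicity model in growth medium with pinned compounds, 48 h at 30 C; growth read as absorbance at 600 nm. Normalized to FeCl3/clioquinol equimolar mix (positive) and DMSO (negative).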
An asterisk follows results filed as active; i = inactive; ? = inconclusive; nt = no result given; & = joins results of further samples; [ ] = dose if it differs, or a comment. Unless noted, calls come from the whole dose curve; as a rule, active = well fitted curve in the direction sought with a large enough effect; inconclusive = small, poorly fitted or top-dose-only effect, or another doubt; inactive = no such curve, though single readings can be large; an effect the other way counts as inactive or inconclusive.

SMILES	PTHR1 agonist	GLP-1R agonist	aSyn yeast inh	GLP1R inv ag	DRD3 antagonist	TDP43 rescue	FUS yeast rescue	pAkt inh	Abeta yeast res
COc1ccc(S(=O)(=O)N2CCOC2CNC(=O)C(=O)NCCCN2CCOCC2)cc1C (stereo not given)	-78%[inhibitor]	8%	?	-10%	8	-11%	-11%	i	1%
CC(C)CCNC(=O)c1ccc2c(c1)NC(=O)C(CS(=O)(=O)Cc1cccc(Br)c1)N2 (stereo not given)	?	nt	nt	-8%	nt	-25%	-3%	nt	-14%
Oc1[nH]c2ccc(Br)cc2c1N=NC(=S)N1CCOCC1	?	-3%	5%	?	-10	0%	-1%	i	-2%
Cc1ccc(C)c(S(=O)(=O)N(C)c2ccc(OC(=O)C3CCN(C(=O)c4ccc(F)cc4)CC3)cc2)c1	-38%[inhibitor]	2%	12%	-21%	8	-3%	nt	i	-22%
COC(=O)[C@@H]1C[C@H]2CC[C@H](O)C[C@H]2N1Cc1ccccc1OS(=O)(=O)c1ccc(C)cc1	i	5%	0%	11%	-13	-6%	9%	i	-2%
CC(C)c1cccc(-c2ccc3c(c2)S(=O)(=O)c2cccc(C(=O)NC4CCCC4)c2C3=O)c1	-30%	1%	9%	10%	40	2%	-10%	i	6%
COc1ccc(CNC(=O)CN(c2ccc(C(C)=O)cc2)S(=O)(=O)c2ccc(C)cc2)cc1OC	-17%	7%	6%	1%	21	?	20%	i	13%
CCOc1ccc(N2CC(C(=O)Nc3nnc(Cc4ccccc4)s3)CC2=O)cc1 (stereo not given)	i	1%	1%	-24%	13	8%	12%	i	1%
CCOc1ccccc1N1CC(c2nc3ccccc3n2CCCOc2ccccc2OC)CC1=O (stereo not given)	-44%[inhibitor]	nt	nt	1%	nt	-6%	-6%	nt	-10%
CCOC(=O)C1(C)NC(c2ccc(N(C)C)cc2)C2C(=O)N(CC)C(=O)C21 (stereo not given)	-6%	-8%	1%	3%	9	?	22%	i	14%
Cn1nc(C(C)(C)C)cc1C(=O)NCc1ccc(N2CCCC2=O)cc1	-70%[inhibitor][57.5 µM]	0%	-7%	3%	31	-11%	21%	nt	-19%
COc1c(C)cc(Br)cc1C(=O)Nc1ccc(Cc2ccncc2)cc1	-25%	4%	8%	10µM*	2	-6%[0.397 µM]	26%	i	8%
CCOC(=O)N1CCN(C2=C(NS(=O)(=O)c3ccc(C)cc3)C(=O)c3ccccc3C2=O)CC1	-51%[inhibitor]	3%	-4%	?	?	-14%	17%	i	nt
COc1cc(-c2c(-c3cccc(C)c3)oc3ccccc23)cc(OC)c1OC	i	-3%	11%	?	30	9%	-10%	i	2%
CCOC(=O)C1=C(C)NC2=C(C(=O)CC(C)(C)C2)C1c1ccsc1 (stereo not given)	i	-7%	-10%	-22%	-12	-8%	14%	i	5%
OC(COc1ccccc1Cl)CN1CCN(CC(O)COc2ccccc2Cl)CC1 (stereo not given)	-84%[inhibitor]	5%	0%	?	?	-16%	16%	i	-5%
CCCCCCn1c(N2CCN(c3ccccc3)CC2)nc2c1c(=O)n(C)c(=O)n2C	-34%[inhibitor]	-6%	14%	-17%	10	-13%	?	i	-11%
CC(C)(C)n1nnnc1C(c1cccs1)N1CCCc2ccccc21 (stereo not given)	-12%[57.5 µM]	-11%	-6%	11µM*	0	29%	35%	i	-9%
COCC(=O)Nc1nnc(Cc2ccc(OC)c(OC)c2)s1	i	-4%	-14%	73%[activator]	24	-4%	-8%	i	3%
COc1cc(-c2c(C#N)c(N)nc3c2CCCC3)cc(OC)c1OC	i	6%	-1%	0%	7	8%	27%	i	-3%
Cc1ccccc1N(CC(=O)N/N=C/c1ccc(N(C)C)cc1)C(=O)c1ccccc1	?	1%	1%	?	-13	-15%	8%	i	-6%
CCc1ccccc1N(C)S(=O)(=O)c1ccc(-c2cc(C)no2)s1	i	-7%	3%	?	10	20%	0%	i	1%
Oc1[nH]c(=S)sc1C=C1N=c2ccccc2=N1	-4%	2%	0%	3%	-24	12%	8%	i	4%
COc1ccc(NC(=O)c2cc(Br)ccc2Cl)c([N+](=O)[O-])c1	0%	8%	3%	-21%[7.66 µM]	-6	22%[9.22 µM]	33%	i	10%
CC(C)CN(CCNC(=O)CCN1N=C(c2ccccc2)CCC1=O)CC(C)C	i	nt	nt	15%	nt	6%	-6%	nt	-2%
Next section
SMILES	PTHR1 agonist	GLP-1R agonist	aSyn yeast inh	GLP1R inv ag	DRD3 antagonist	TDP43 rescue	FUS yeast rescue	pAkt inh	Abeta yeast res
CCOC(=O)c1ccc2c(c1)[C@@H]1C=CC[C@@H]1[C@H](c1cccc(OC)c1OC)N2	-49%[inhibitor]	nt	nt	?	nt	-16%	?	nt	-32%
CNc1nc(C)nc(-n2nc(C)cc2C)n1	i	0%	-7%	1%	-1	-9%	25%	i	-2%
CCOc1ccc(S(=O)(=O)N2CCC(C(=O)NCCc3ccc(S(N)(=O)=O)cc3)CC2)cc1	i	7%	1%	12%	0	22%	-12%	i	-1%
COc1ccc(/C=C/c2nc(C#N)c(NC3CCCCC3)o2)cc1OC	-28%	nt	nt	-4%	nt	?	33%	nt	-3%
Cc1cccn2c(=O)c(/C=C(\C#N)C(=O)NC3CCS(=O)(=O)C3)c(N3CCC(C)CC3)nc12 (stereo not given)	-6%	21%	1%	26%	11	20%	?	i	13%
CN(Cc1ccccc1)c1cc(Cl)nc(N)n1	?	10%	11%	-17%	-10	?	10%	i	8%
COc1ccccc1N1CCN(c2nc3ccc(C)cc3nc2-n2nc(C)cc2C)CC1	i	nt	nt	?	nt	36%	-15%	nt	-27%
COc1ccc(C)cc1NC(=O)c1cc(S(=O)(=O)N2CCOCC2)cn1C	i	2%	0%	8%&3%	14	14%&21%	-7%&-14%	i	4%&19%
COc1cc2c(C(=O)Nc3cc(OC)c(OC)c(OC)c3)cn(C)c(=O)c2cc1OC	15%	nt	nt	-5%	nt	?	-17%	nt	3%
C=CCc1cccc(/C=N/NC(=O)C(C)Nc2cccc(C)c2)c1O (stereo not given)	i	7%	-6%	?	-29	-26%[9.22 µM]	31%	i	-28%
CCc1ccc(CN(C)C(=O)c2cc(S(=O)(=O)N3CCN(CC)CC3)ccc2Cl)cc1	-2%	18%	2%	?	-4	-12%	-1%	i	9%
COc1ccc(CNC(=O)CN2C(=O)CCSc3ccc(S(=O)(=O)N4CCCC4)cc32)cc1	i	2%	1%	-26%	-2	7%	9%	i	4%
O=C(COc1ccc2ccc(=O)oc2c1)Nc1cccc(S(=O)(=O)N2CCCCC2)c1	-34%	1%	0%	-1%	12	-1%	nt	i	9%
COc1ccc(/C=N/Nc2nc(NCc3ccco3)nc(Nc3ccc(OC)cc3)n2)cc1	i	19%	-16%	-15%	9	7%	?	i	3%
O=C(Nc1ccc2c(c1)OCCO2)C1CCC1	i	5%	0%	7%	-20	-3%	-13%	i	-9%
O=C(Cc1ccccc1)N1CCC(c2nc(-c3ccc(F)cc3)no2)CC1	i	-11%	10%	-12%	28	?	26%	i	7%
COc1ccc(N=C2S/C(=C\c3cc(C)n(C)c3C)C(=O)N2C)cc1	-22%[57.5 µM]	17%	9%	123%[activator]	11	7%	?	i	2%
O=C(NC(=S)Nc1ccc2[nH]c(=O)[nH]c2c1)c1ccccc1F	i	6%	-3%	9%	1	1%	-11%	i	3%
O=C(CCN1CCCCCC1)c1ccccc1	-4%[57.5 µM]	-10%	7%	-3%	-27	4%	-11%	i	-23%
C[C@H](NC(=O)c1nc[nH]c1C(=O)NCC(=O)OCc1ccccc1)c1ccccc1	-11%	-3%	-9%	-25%	37	0%	?	i	5%
Cc1cc(C)cc(N(C(=O)c2ccccn2)C(C(=O)NC2CCCCC2)c2ccncc2)c1 (stereo not given)	i	10%	16%	11%	-11	-5%	?	i	1%
Cc1ccc(CCN2CC(C(=O)NCCCN3CCOCC3)CC2=O)cc1 (stereo not given)	i	-5%	-7%	-1%	-22	-3%	3%	i	-2%
O=C(O)CC1NC(=S)N(c2ccccc2)C1=O (stereo not given)	-12%	1%	10%	42%[activator]	-11	-18%	26%	i	3%
O=C(O)c1ccccc1NS(=O)(=O)c1ccc2ccccc2c1	-22%	1%	0%	-23%	9	-28%	3%	i	9%
O=C(CN1CCN(S(=O)(=O)c2ccc(Cl)c(Cl)c2)CC1)N1CCCCC1	i	-2%	1%	?	4	4%	nt	i	-4%

Reprinted from the part before: 2 compounds, followed by the next part.
SMILES	PTHR1 agonist	GLP-1R agonist	aSyn yeast inh	GLP1R inv ag	DRD3 antagonist	TDP43 rescue	FUS yeast rescue	pAkt inh	Abeta yeast res
O=C(O)c1ccccc1NS(=O)(=O)c1ccc2ccccc2c1	-22%	1%	0%	-23%	9	-28%	3%	i	9%
O=C(CN1CCN(S(=O)(=O)c2ccc(Cl)c(Cl)c2)CC1)N1CCCCC1	i	-2%	1%	?	4	4%	nt	i	-4%
O=C(NN1CCOCC1)c1cc(-c2ccncc2)nc2ccccc12	i	-8%	2%	5%[0.307 µM]	12	16%	-2%	i	16%
CC1Cc2nc(SCC(=O)NCC3CCCO3)n(Cc3ccccc3)c(=O)c2S1 (stereo not given)	-26%[57.5 µM]	2%	2%	45%[activator]	-7	3%	2%	i	27%
Cc1ccc(S(=O)(=O)n2ccc(-c3ccc(OCc4c(F)cccc4Cl)cc3)n2)cc1	-13%	-13%	7%	-1%	-12	0%	27%	i	22%
CCN(CC)CCCN(C(=O)Cn1nnc(-c2ccc(OC)c(OC)c2)n1)C(C(=O)NC(C)(C)C)c1ccc(F)cc1 (stereo not given)	-1%	0%	-4%	?	-6	-3%	-7%	i	2%
CCC(=O)N(CC)c1nc(-c2cc(OC)ccc2OC)cs1	-12%	1%	1%	0%	30	5%	12%	i	13%
CCOC(=O)c1sc2nc3c(cc2c1N)COC(C)(CC)C3 (stereo not given)	-45%[inhibitor]	-4%	nt	-20%	7	11µM*	-4%	nt	9%

Bioassay records deposited in PubChem BioAssay by National Center for Advancing Translational Sciences (NCATS).

Not all compounds are listed (hit frequency here may not be typical).
